EBI2 antag – blocks human EBI2 receptor beta-arrestin signaling. P32249. EBI2 beta-arrestin recruitment, luminescence, 7a,25-OHC stimulated. inhibition, % at 5 µM. actives 0.81% (n = 360,000). AID 651636; in the data active = inhibition above about 38%;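 also: enzyme fragment complementation signal reports receptor beta-arrestin coupling in cells; 0% = agonist plus DMSO wells and 100% = wells without agonist; some results beyond the cut were filed as inactive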
CXCR6 inh – inhibitors of human CXCR6 receptor. AID 602244. inhibition, % at 20 µM. actives 0.36% (n = 360,000). CHO-K1 PathHunter CXCR6 beta-arrestin, luminescence; in the data active = inhibition above about 34%, passing the limit was not always enough;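 also: antagonist mode with CXCL16 agonist at 10 nM final; 0% = 10 nM CXCL16 with DMSO and 100% = unstimulated wells without agonist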
697 NFkB inh – lowers PMA/ionomycin-induced NF-kB signal in 697 B cells | 697 B-cell NF-kB luciferase reporter, 16 h | inhibition, % at 4 µM | actives 0.33% (n = 330,000); in the data active = inhibition above about 35%
XBP1 UPR activ – adaptive UPR (XBP1) activation; CHO-XBP1 luciferase reporter, IRE1-XBP1 UPR activation, luminescence; percent of tunicamycin response, DMSO as zero; activation, % at 20 µM; actives 0.33% (n = 330,000);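 active = versus positive control, 20 µM dose yields 30% or more activation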;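 also: 100% = tunicamycin at 10 µg/mL and 0% = DMSO only wells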
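Signal: luciferase luminescence; Assay system: CHO-XBP1 luciferase reporter cells; Amount: one thousand reporter cells per well; Dosing: 20 µM single concentration, DMSO 1%; Benchmarks: high control tunicamycin 10 µg/mL final, low control DMSO vehicle only; Schedule: 6 h compound exposure at 37 °C, 5% CO2; Evaluation: percent activation relative to tunicamycin reference.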
Jurkat NFkB inh – inhibitors of the PMA/ionomycin-induced NF-kB reporter in Jurkat cells; inhibition, % at 4 µM; actives 0.53% (n = 330,000); PMA/ionomycin-induced NF-kB luciferase reporter, luminescence; in the data active = inhibition above about 50%
UPR CHOP act – activators of apoptotic arm of unfolded protein response (CHOP). actives 0.34% (n = 330,000). activation, % at 10 µM. CHO-CHOP luciferase reporter, UPR activation, luminescence; percent of tunicamycin response over DMSO baseline. AID 449763;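 active = at 10 µM dose, activation of 40% or more, normalized to positive control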;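 also: 100% = tunicamycin at 10 µg/mL and 0% = DMSO alone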
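Assay system: CHO cells with stable CHOP pathway luciferase reporter; Buffer or medium: F12 plus 10% serum; Times: 16-18 h cell attachment, then 6 h compound exposure, 37 °C; Signal: luciferase luminescence; Read-out basis: percent activation relative to tunicamycin control; Control set: tunicamycin high control, DMSO low control.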
Gli-Sufu block – antagonists of Gli-Sufu signaling. actives 0.74% (n = 340,000). Sufu-KO-LIGHT fibroblasts, Gli luciferase reporter luminescence. AID 588413. inhibition, % at 5 µM;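 active = inhibition above about 55%, limit read from the data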;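 also: 0% = DMSO-treated cells and 100% = wells with medium but no cells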
Mdm2-MdmX inh – human Mdm2/MdmX binding inhibition; SaOS-2 split-luciferase Mdm2/MdmX complementation, luminescence; inhibition, % at 8 µM; actives 3% (n = 330,000);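 active = inhibition of at least 50% at 8 µM in the primary screen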
CCR6 antagonist – blocks CCL20-driven beta-arrestin recruitment at human CCR6; inhibition, % at 20 µM; P51684; CHO-K1 CCR6 PathHunter beta-arrestin, luminescence, CCL20-stimulated; actives 0.49% (n = 340,000);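 active = compounds whose inhibition of the agonist-driven luminescence signal at 20 µM reaches about 50%, limit read from the data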;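 also: cells stimulated with CCL20 at 14 nM final; plate controls were DMSO with CCL20 for no effect and DMSO without agonist for full effect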
* = called active by the depositor; . = not tested or not shown.

SMILES	EBI2 antag	CXCR6 inh	697 NFkB inh	XBP1 UPR activ	Jurkat NFkB inh	UPR CHOP act	Gli-Sufu block	Mdm2-MdmX inh	CCR6 antagonist
Cc1ccccc1NC(=O)CNC(=O)c1ccc(C(F)(F)F)cc1	-1	2	2	2	10	3.8	24	7	-19
O=C(c1ccc(F)cc1)N1CCCN(c2nc(-c3ccccc3)ns2)CC1	-7	3	3	-2	9	-0.4	3	0	18
Nc1nc2c(c(=O)[nH]1)CN(Cc1ccccc1)CC2	-5	-11	9	1	-1	0.9	-2	-7	2
COc1cc(/C=N/Nc2ccc(C(=O)O)cc2)cc(OC)c1OC	-4	-2	-132	-2	-20	1.2	-21	22	0
Cc1cc2cc(CNC(=O)c3ccco3)ccc2n1C	-11	-4	-20	-1	-4	2.1	5	-10	3
Cc1ccc(C(=O)OCC(=O)NC2CCCC(C)C2C)cc1S(=O)(=O)N1CCCCC1 (stereo unspecified)	0	3	3	-4	18	-0.1	3	8	22
O=C(CSc1ccc(-c2ccccn2)nn1)c1ccc([N+](=O)[O-])cc1	-4	-12	13	2	-2	2.8	-12	15	-13
Cc1ccc2cc3cc(C(=O)NCCCN4CCCCCC4)oc3nc2c1	5	-5	1	0	0	3.8	1	-16	14
Cc1ccc(OCc2occc2C(=O)O)cc1	-4	-1	.	.	.	.	6	.	3
Cc1c(Cl)cccc1NS(=O)(=O)c1ccc2c(c1)C1C=CCC1C(c1ccc(C(=O)O)cc1)N2 (stereo unspecified)	-4	7	-3	-3	2	-1.0	-2	-12	17
CCN(CC)CCOC(=O)c1ccc(NC(=O)C(C)NC(=O)C23CC4CC(CC(C4)C2)C3)cc1 (stereo unspecified)	7	2	-16	-1	-12	-0.9	17	10	-3
O=C(NCc1cccnc1)NC1CC(=O)N(c2ccc3c(c2)OCCO3)C1 (stereo unspecified)	-15	0	20	-3	-2	-1.0	-17	-3	0
CCCCCC1CC(CC(=O)NC(=S)Nc2ccc([N+](=O)[O-])cc2)C(=O)O1 (stereo unspecified)	4	31	9	-6	-10	-2.2	-1	19	45
CC(C)N1CCCC(CNC(=O)CCc2nnc(CCCCc3ccccc3)o2)C1 (stereo unspecified)	-3	2	4	-3	-3	-2.4	9	-11	0
CC(C)C(=O)N1CCN(c2ccccc2NC(=S)NC(=O)/C=C/c2ccco2)CC1	10	11	12	2	5	2.5	3	-8	25
Cc1ccc(S(=O)(=O)N2CCOCC2)cc1C(=O)N1CCN(Cc2ccccc2)CC1	-16	9	13	-1	11	0.0	-1	9	4
COc1ccccc1OCC(O)Cn1nc(C)cc1C (stereo unspecified)	-5	-6	10	0	-10	1.9	-5	-20	5
Cc1c(Cl)cccc1NC(=S)NCC1COc2ccccc2O1 (stereo unspecified)	4	-5	-4	-2	14	-1.6	13	19	8
Nc1nc(C2C(=O)CCCC2=O)cs1	-6	6	11	0	5	0.8	5	6	-29
COC(=O)c1cccc(NC(=O)Nc2ccc(Cl)c(Cl)c2)c1	3	-8	-14	8	-13	7.1	-55	80*	6
COc1ccc(C(O)(CCC(C)C)C(CN2CCOCC2)c2ccccc2)cc1 (stereo unspecified)	8	17	-1	-4	11	1.4	5	-19	21
COc1ccccc1OCC#CCSc1ncccn1	-7	6	-6	-4	-8	1.1	-23	4	-15
Cc1ccc(S(=O)(=O)/N=C(/Nc2cccc(C(=O)O)c2)c2ccccc2)cc1	-4	-6	2	-4	14	0.7	17	0	-7
COc1ccc(N2CCN(C(=O)CSc3nc4[nH]ncc4c(=O)n3-c3cccc4ccccc34)CC2)cc1	4	-5	9	0	9	-1.8	17	13	15
COc1ccc(Cl)cc1S(=O)(=O)NC(C)C(=O)NCc1ccncc1 (stereo unspecified)	-3	1	-7	-1	2	-0.2	1	16	-10
SMILES	EBI2 antag	CXCR6 inh	697 NFkB inh	XBP1 UPR activ	Jurkat NFkB inh	UPR CHOP act	Gli-Sufu block	Mdm2-MdmX inh	CCR6 antagonist
Cc1cccc(N=C2NC(=O)C(CO)(CO)S2)c1	7	-5	4	-4	-13	2.7	11	4	-7
O=C(O)CN1C(=O)/C(=C\c2cn(CC(=O)N3CCOCC3)c3ccccc23)SC1=S	12	16	-1	0	-16	-1.3	-3	-12	23
COC(=O)CSc1nc(COc2ccccc2)nc2ccccc12	-6	5	8	-1	-5	0.4	-1	-12	17
Cc1ccc(NC(=O)c2ccc(CN3CCc4ccccc4C3)cc2)cc1	19	-4	-71	0	-19	4.8	-35	6	11
COc1ccc2cnn(CCOc3cc(C)ccc3C(C)C)c(=O)c2c1OC	6	-3	-34	-1	-31	1.1	4	-1	13
O=C(Nc1ccc2ccccc2c1)c1cc(F)c(F)cc1Cl	12	-10	-137	0	-125	14	-108	-105	12
CC1(C)CCCC2=C1CC1C(=O)N(c3ccccc3)C(=O)C1C2 (stereo unspecified)	-4	-4	16	-1	-7	-1.0	18	11	-1
Cc1cc(C(=O)N/N=C/c2cc(Br)ccc2OC(=O)c2ccccc2Cl)n[nH]1	-38	0	2	2	11	1.5	-1	57*	8
Cc1ccc(-n2ncc3c2CC(C)(C)CC3NC(=O)c2ccncc2)cc1 (stereo unspecified)	1	-3	9	-6	18	0.8	21	15	4
COc1ccc(N2CCN(C(=O)NC(=O)c3ccccc3)CC2)cc1	-10	1	9	-2	-3	-1.2	-22	22	5
COc1ccccc1NC(=S)NC(NC(=O)CC(C)C)C(Cl)(Cl)Cl (stereo unspecified)	16	5	2	-3	8	-0.3	8	27	8
COc1ccc(-c2cc(CNS(=O)(=O)c3ccc(NC(C)=O)cc3)on2)cc1	8	-10	20	-2	9	-1.7	-3	18	-2
Cc1ccc(C(=O)NN2C(=O)/C(=C/c3cn(C)c4ccccc34)SC2=S)cc1	5	17	.	.	.	.	-3	.	26
Cc1cc(C(=O)CC#N)c(C)n1-c1c(C)n(C)n(-c2ccccc2)c1=O	-12	-2	3	-2	-14	3.5	0	1	14
COc1ccc(-c2c(-c3ccc(OC)nc3)c3ccccc3n2C)cc1	-11	-8	0	2	-2	-3.1	4	17	10
CCOc1ccccc1NC(=O)c1cccc(NC(=O)C2CCCC2)c1	-4	1	-37	-5	-46	1.3	8	-7	2
Oc1c(C(c2ccccc2)N2CCN(Cc3ccccc3)CC2)sc2ncnn12 (stereo unspecified)	-5	-3	0	-2	2	0.0	-6	-15	6
Cc1cc2nc(CSc3ccccc3)cc(=O)n2[nH]1	1	-3	2	0	-17	1.3	2	27	4
O=C(Oc1ccc(-n2cnnn2)cc1)c1ccccc1	-6	-4	8	4	-4	0.7	-12	-7	1
CN(C(=O)CSc1nncn1C)C1CCCN(Cc2ccccc2F)C1 (stereo unspecified)	-2	4	.	.	.	.	10	.	1
O=C(Nc1ccc(Cl)c(S(=O)(=O)N2CCOCC2)c1)c1ccc2c(c1)OCO2	0	-3	-21	-1	5	0.9	-6	24	7
COC(=O)c1ccc(NC(=O)Nc2ccc3c(c2)nc(C)n3C)cc1	-2	-4	-15	1	-33	1.3	-13	-25	3
c1ccc(Cn2nnnc2C(c2cccs2)N2CCSCC2)cc1 (stereo unspecified)	13	-2	10	-3	-14	-0.2	5	-4	7
CCc1ccc(CN2CCC(C(=O)Nc3ccc(Oc4ccccc4)nc3)CC2)o1	22	-1	-52	0	16	-1.2	-1	-3	6
CNC(=O)NC(=O)C(C)N1CCN(C/C=C/c2ccccc2)CC1 (stereo unspecified)	6	0	10	5	0	0.4	3	8	10
SMILES	EBI2 antag	CXCR6 inh	697 NFkB inh	XBP1 UPR activ	Jurkat NFkB inh	UPR CHOP act	Gli-Sufu block	Mdm2-MdmX inh	CCR6 antagonist
CCOC(=O)NC(Nc1cc(C)on1)(C(F)(F)F)C(F)(F)F	2	-4	1	-1	7	-1.3	0	17	-12
O=C(C=Cc1ccccc1)Nc1ccccc1	8	0	.	.	.	.	-140	.	14
Cn1c(C2CCCCC2)nc2cc(N)ccc21	-3	4	-38	-7	-16	-0.2	7	10	17
Cc1ccc(S(=O)(=O)N2[C@@H](c3ccccc3)C(C(=O)O)=CC[C@H]2c2ccc(Cl)c(Cl)c2)cc1	-7	2	23	0	2	-0.3	-1	27	11
O=C(COc1ccc(Cl)cc1)Nc1ccc2oc(=O)ccc2c1	14	-4	-2	-1	16	3.4	20	-1	8
O=C(Nc1ccccc1C(=O)O)c1cncc(Br)c1	-3	5	-7	-3	-4	-1.3	-3	19	6
C/C(=N\NC(=O)c1nnn(-c2nonc2N)c1-c1ccccc1)c1cccnc1	5	6	13	-4	6	-0.2	5	-12	6
Brc1ccccc1-n1nnc(-c2ccnc3ccccc23)n1	-2	-4	-36	1	-10	5.4	8	27	12
CSCC[C@H](NC(=O)OC(C)(C)C)C(=O)N1CCC(C(=O)N[C@H](C(=O)O)C(C)C)CC1	-1	-1	-12	-5	-5	1.7	-3	0	-4
N#Cc1ccc(C(=O)N2CCC3CC2c2cc(-c4ccc(F)cc4)ccc23)cc1 (stereo unspecified)	9	2	.	.	.	.	1	.	7
O=S(=O)(c1ccccc1)c1cnc(-c2ccccc2)nc1N1CCCC1	18	-1	-37	-1	-10	0.1	-34	2	9
Oc1ccc(Nc2nc(Cl)nc(NCc3ccco3)n2)cc1	-6	5	3	-1	9	1.3	6	-1	15
COC(=O)c1cn(-c2ccccc2)nc1-c1cccnc1	-4	-2	8	3	1	-0.1	1	24	7
COc1ccc(S(=O)(=O)N2CCOCC2)cc1NC(=O)COC(=O)C1COc2ccccc2O1 (stereo unspecified)	-3	-4	-7	-2	-20	-0.7	38	-14	-2
O=C(Nc1ccccc1NS(=O)(=O)c1ccc(F)cc1)C1CCC1	2	3	10	-2	8	1.2	8	-2	4
COC(=O)Cc1ccc(NC(=S)NCCO)cc1	2	2	9	-1	14	0.0	7	-12	7
CCOC(=O)c1cccc(NC(=O)CSc2nnc(C)n2CC2CCCO2)c1 (stereo unspecified)	2	6	23	-2	5	2.3	7	41	20
O=C(c1cccs1)n1nc(-c2ccco2)nc1SCc1ccccc1	.	.	-11	-1	13	1.0	-17	-11	14
O=C(CSCc1cnn(-c2ccccc2)c1-n1cccc1)NCc1cccs1	8	4	0	3	0	-1.6	-1	-15	10
O=C(O)CCC(=O)Nc1ccc2c(c1)oc1ccccc12	-8	0	18	-1	8	2.8	3	-8	-10
CCc1ccccc1NC(=O)c1ccc2c(O)c(S(=O)(=O)c3ccc(OC)cc3)c(=O)[nH]c2c1	15	-7	-16	1	-9	-0.7	-15	16	7
Cc1noc(C)c1S(=O)(=O)N1CCCC(C(=O)N2CCc3ccccc3C2)C1 (stereo unspecified)	4	-5	4	1	13	1.1	4	16	6

An excerpt from above in order of their number in EBI2 antag, low to high:
canonical_smiles	EBI2 antag	CXCR6 inh	697 NFkB inh	XBP1 UPR activ	Jurkat NFkB inh	Mdm2-MdmX inh	CCR6 antagonist
O=C(O)CCC(=O)Nc1ccc2c(c1)oc1ccccc12	-8	0	18	-1	8	-8	-10
Cc1noc(C)c1S(=O)(=O)N1CCCC(C(=O)N2CCc3ccccc3C2)C1 (stereo unspecified)	4	-5	4	1	13	16	6
N#Cc1ccc(C(=O)N2CCC3CC2c2cc(-c4ccc(F)cc4)ccc23)cc1 (stereo unspecified)	9	2	.	.	.	.	7

Rows were taken by chance; overall some 5% were active at least once.
